# GCN5L2 inh – blocks human GCN5L2 histone acetyltransferase; 390,000 compounds, 0.21% hits; GCN5L2 HAT assay, ThioGlo1 CoA-SH fluorescence; Q92830; Potency, µM (highest dose often 58.9 µM), for inactives: at the top dose activity change, negative = inhibition, usual class: inhibitors
#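 qHTS, 1536-well. 20nM enzyme, pH 7.5 HEPES/EDTA/Tween-20 buffer; 15 min compound preinc., RT. Start: 75uM H3(1-25), 70uM AcCoA, 50uM ThioGlo1. Read Ex340/Em540 at t=0 (autofluorescence flag) and t=20 min.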
# DT40 TDP1 no CPT – qHTS for Inhibitors of human tyrosyl-DNA phosphodiesterase 1 (TDP1): qHTS in cells in absence of CPT; Potency, µM (series often up to 46.2 µM), for the others: at the top dose activity change, negative = growth inhibition, usual class: inhibitors; DT40 Tdp1-/- hTDP1 cells, no CPT, ATP luminescence, 48 h; 420,000 compounds, 15% hits; also: nearly all actives have a fitted effect of over 55% in size
#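 Cells were dispensed at 400 per well, compounds added by pin tool, plates incubated ≥48 hr at 37 °C, then CellTiter-Glo added for 30 min at room temperature before luminescence reading. Line: DT40 Tdp1-/- complemented with hTDP1; camptothecin omitted.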
# TDP1 block – blocks human tyrosyl-DNA phosphodiesterase 1 | Q9NUW8 | Potency, µM (highest dose often 130 µM), inactives show at the highest dose activity change, negative = inhibition, usual class: inhibitors | recombinant TDP1, AlphaScreen DNA substrate cleavage | 350,000 compounds, 0.28% hits | AID 485290; also: nearly all actives have a fitted effect of over 40% in size
# Target sequence (Q9NUW8 whole entry, looked up): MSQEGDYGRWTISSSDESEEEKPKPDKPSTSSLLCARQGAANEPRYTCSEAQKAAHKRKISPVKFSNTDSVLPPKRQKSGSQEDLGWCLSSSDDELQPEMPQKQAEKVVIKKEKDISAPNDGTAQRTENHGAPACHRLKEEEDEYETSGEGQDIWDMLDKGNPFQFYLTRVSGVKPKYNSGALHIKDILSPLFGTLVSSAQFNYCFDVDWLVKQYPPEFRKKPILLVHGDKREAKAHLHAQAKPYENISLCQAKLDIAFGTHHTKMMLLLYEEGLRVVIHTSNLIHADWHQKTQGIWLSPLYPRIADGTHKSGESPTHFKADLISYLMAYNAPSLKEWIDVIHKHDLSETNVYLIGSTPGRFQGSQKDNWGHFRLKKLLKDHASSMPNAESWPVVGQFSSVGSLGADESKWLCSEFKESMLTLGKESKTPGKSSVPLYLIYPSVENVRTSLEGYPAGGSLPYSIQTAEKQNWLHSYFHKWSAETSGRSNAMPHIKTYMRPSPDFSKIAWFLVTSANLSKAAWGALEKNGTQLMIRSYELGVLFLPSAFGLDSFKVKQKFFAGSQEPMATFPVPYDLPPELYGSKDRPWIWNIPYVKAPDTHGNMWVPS
#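 Signal: AlphaScreen proximity between streptavidin donor and anti-FITC acceptor beads on intact substrate. Reaction: Tdp1 1 nM, substrate 15 nM final, 5 min RT after 15 min compound preincubation.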
# The depositor's hits bear a star; u = inconclusive; x = not tested or not shown; & = joins results of further samples; [ ] = dose if it differs, or a comment. Calls follow the shape of the dose curve; as a rule, active = well fitted curve in the direction sought with a large enough effect; inconclusive = small, poorly fitted or top-dose-only effect, or another doubt; inactive = no such curve, though single readings can be large; an effect the other way counts as inactive or inconclusive. % is scaled to controls: 0 for no effect and ±100 for the full control effect; potency is read from the fitted curve at half-maximal effect. Some of the compounds tested; rates above refer to the full screens.
SMILES	GCN5L2 inh	DT40 TDP1 no CPT	TDP1 block
CCn1cc(C(=O)N[C@@H](CCSC)C(=O)NCCN2CCOCC2)c(=O)c2cc3c(cc21)OCO3	-28%	20%	0%
O=C(N/N=C1\CCS(=O)(=O)c2ccc(F)cc21)c1ccc([N+](=O)[O-])cc1	-2%	u	x
CN(c1ccc(Cl)cc1)c1cc(=O)n(C)c2ccccc12	-1%	u	2%
COc1cc(/C=N/NC(=O)COc2ccccc2C)ccc1OC(=O)c1cccs1	-2%	-8%	5%
Cc1cc2n(n1)C(c1ccc3c(c1)OCO3)Nc1ccccc1-2 (centres undefined)	-1%	-27%	2%
Cc1cccc(NC(=O)c2cc(Cl)nc3ccccc23)c1	0%	-29%	-1%
O=C(NCc1cccnc1)c1noc2c1CCCC2	-2%	3%	7%
O=C(CSc1nnc(CN2CCCC2)n1-c1ccc(F)cc1)c1ccc2c(c1)OCO2	-1%	21µM*	0%
CC1CCN(S(=O)(=O)CCNC(=O)c2ccc(F)cc2)CC1	-1%	0%	0%
Cc1ccsc1/C=N\NC(=O)c1n[nH]c2c1CCC2	-5%	3.3µM*	4%

# New compounds follow:
SMILES	GCN5L2 inh	DT40 TDP1 no CPT	TDP1 block
C=CCc1cccc(/C=N/NC(=O)CCC(=O)Nc2ccc(C)cc2)c1O	-1%	10µM*	3%
C=CCN1C2=NCCCN2c2ccccc21	0%	6%	1%
Cc1cccc(S(=O)(=O)N(CC(=O)Nc2ccccc2C)Cc2ccco2)c1	-14%	-21%	4%
O=C(CN1CCN(C(=O)C2CCCO2)CC1)Nc1ccc(Cl)cc1 (centres undefined)	1%	1%	4%[56.1 µM]
O=C(O)CNC(=O)/C(=C/c1ccco1)NC(=O)/C=C/c1ccccc1	-7%	2%	-1%
Cc1nc(CN2CCN(C(=O)CCc3nnc(Cc4c[nH]c5ccccc45)o3)CC2)cs1	-1%	-10%	0%
CCN(CC)CCNC(=O)c1cc2c(=O)[nH]c3ccc(C)cc3c2s1	-5%	-19%	4%
CCCCCCOc1ccc(-c2nc3ccc(Br)cc3c(=O)o2)cc1	-12%	0%	0%[12.3 µM]
CC[C@]12c3[nH]c4ccc(Cl)cc4c3CCN1C(=O)[C@@H](CC(=O)NCCCN(C)C)C[C@@H]2C(=O)N1CCN(C(=O)c2ccco2)CC1	-5%	-8%	0%[56.1 µM]
Cn1cc(-c2ccccc2C(N)=O)c(=O)c2cc(Cl)ccc21	2%	-24%	3%

# Continuation:
SMILES	GCN5L2 inh	DT40 TDP1 no CPT	TDP1 block
CCCCOc1ccc(Nc2nc(C)cc(C)c2C#N)cc1	-3%	-8%	3%
CC1CCN(c2oc(-c3ccc(F)cc3)nc2C#N)CC1	-6%	-27%	x
CC(=O)NC12CC3CC(C)(C1)CC(NC(C)=O)(C3)C2	3%	-6%	2%
S=C(NC1CCCC1)N1CCN(c2ncccn2)CC1	4%	u	8%
Cc1ccc(OCC(=O)Nc2ccc(S(=O)(=O)N3CCN(C)CC3)cc2)cc1	-5%	-10%	0%
Cc1cc(O)c2ccccc2c1O	-11%	-6%	4%
Nc1cccc(-c2ccc(CO)o2)c1	-1%	-27%	9%
COc1cc(NC(=O)c2cc3cc4ccc(OC)c(Cl)c4nc3s2)cc(OC)c1	0%	-21%	4%
CCN(CC)C(=O)C1=C(C)Nc2nc3ccccc3n2C1c1cccc(OC)c1 (centres undefined)	-3%&-1%	u	3%&6%
COc1ccc(C(=O)NNC(=O)CSc2nnc(C)n2C)cc1	4%	-3%	x

# Following part.
SMILES	GCN5L2 inh	DT40 TDP1 no CPT	TDP1 block
COC(=O)c1ccccc1NC(=O)c1ccc(=O)n(Cc2cccc(C)c2)c1	-17%	u	2%
Cc1nc2cc(S(=O)(=O)C(F)(F)F)ccc2s1	-2%	-7%	3%
CC1(C2CC2)NC(=O)N(CC(=O)Nc2ccccc2C#N)C1=O (centres undefined)	0%	1%	-2%
COc1cc(/C=C2\SC(=S)N(N3CCOCC3)C2=O)ccc1O	-10%	-26%	x
CCS(=O)(=O)N1CCN(C(=O)c2cc(OC)cc(OC)c2)CC1	-7%	4%	5%
Cc1cc(C)cc(NC(=O)CSc2nnc(-c3cc4occc4n3C)n2-c2ccccc2C)c1	-5%	u	9%
COc1cc(CNc2ncc(-c3ccc(Br)cc3)n2C)cc(OC)c1O	-22%	u	x
CCO[C@@H]1OC(C(=O)NC2CC2)=C[C@H](c2c[nH]c3ccccc23)[C@H]1CCCO	1%	-21%	-2%
CON(c1nc(N(C)C)nc(N(C)C)n1)S(=O)(=O)c1ccccc1Cl	-9%	-12%	3%
CSc1ccc(CN(C)CC(=O)Nc2c(F)cccc2F)cc1	-6%	u	-5%

# (further entries)
SMILES	GCN5L2 inh	DT40 TDP1 no CPT	TDP1 block
O=C(c1ccccn1)N1CCCC(N2CCN(c3ccc(F)cc3)CC2)C1 (centres undefined)	-9%	4%	1%
CC(C)(C)NC(=O)NC(=O)CN1CCC(Cc2ccccc2)CC1	-12%	u	-3%
Cc1cccc(N2CCN(C(=O)c3oc(=O)c4ccccc4c3-c3ccccc3)CC2C)c1 (centres undefined)	-5%	u	0%
CN1CCN(CCc2nc3cc(NC(=O)c4ccco4)ccc3n2C)CC1	-4%	-1%	2%
COc1ccc(C(=O)NC(NC(=O)c2ccc(OC)cc2)c2ccccc2F)cc1	-5%	-3%	5%
Cc1cc(SC(C)C(=O)O)nc2ccccc12 (centres undefined)	-5%	u	2%
O=C(c1ccccc1Nc1ccc(SC(F)F)cc1)N1CCCCCC1	-8%	u	0%
O=C1CCCCN1CCc1c[nH]c2ccccc12	-1%	-5%	3%
O=C(CCN1C(=O)C2CCCCC2C1=O)Nc1ccc(Br)cc1F (centres undefined)	-7%	-25%	-11%
COc1ccc(C2c3c(ccc4ccccc34)Oc3ncn4nc(-c5ccco5)nc4c32)cc1 (centres undefined)	25%	-10%	-1%

# Among those listed so far, six contain an aryl thioether with sulfur outside any ring:
SMILES	GCN5L2 inh	DT40 TDP1 no CPT	TDP1 block
O=C(CSc1nnc(CN2CCCC2)n1-c1ccc(F)cc1)c1ccc2c(c1)OCO2	-1%	21µM*	0%
COc1ccc(C(=O)NNC(=O)CSc2nnc(C)n2C)cc1	4%	-3%	x
Cc1cc(C)cc(NC(=O)CSc2nnc(-c3cc4occc4n3C)n2-c2ccccc2C)c1	-5%	u	9%
CSc1ccc(CN(C)CC(=O)Nc2c(F)cccc2F)cc1	-6%	u	-5%
Cc1cc(SC(C)C(=O)O)nc2ccccc12 (centres undefined)	-5%	u	2%
O=C(c1ccccc1Nc1ccc(SC(F)F)cc1)N1CCCCCC1	-8%	u	0%

# (listing goes on)
SMILES	GCN5L2 inh	DT40 TDP1 no CPT	TDP1 block
CCOC(=O)Cc1nn[nH]n1	-2%	-5%	5%
O=C1OCC2=C1C(c1cccc(Cl)c1)CC(=O)N2c1ccc(C(F)(F)F)cc1 (centres undefined)	4%	1%	8%
CC(=O)C1C(c2ccc(F)cc2)C2C(C)=NN=C2CC1(C)O (centres undefined)	0%	3%	-6%
CC1CCN(C(=O)C2c3ccccc3C(=O)N3CCc4ccccc4C23)CC1 (centres undefined)	-4%	u	3%
O=C(CC1C(=O)NCCN1Cc1cccc(Oc2ccccc2)c1)NCc1cccnc1 (centres undefined)	-4%	-20%	4%
COc1ccc(N2C(=O)S[C@@H]3CS(=O)(=O)C[C@@H]32)cc1	0%	-29%	8%
Cc1ccc(COc2cccc3cc(-c4noc(-c5ccc(C)cc5)n4)c(=O)oc23)cc1	3%	u	0%
O=C(Cc1ccccc1)NCC(=O)Nc1cc(Cl)ccc1Cl	-9%	u	-3%
CCOC(=O)c1c(C)n(C)c2cc(Br)c(C(=O)OC)cc12	0%	u	2%
CCn1cc(CN2CCCC(C(=O)Nc3ccc(-c4cscn4)cc3)C2)cn1 (centres undefined)	-12%	-3%	2%

# Carrying on:
SMILES	GCN5L2 inh	DT40 TDP1 no CPT	TDP1 block
Cc1cccc(NC(=O)Cc2cccs2)n1	x	-15%	0%
Cc1nn(C)c(Sc2ccccc2N)c1[N+](=O)[O-]	-8%	u	3%
O=S(=O)(c1ccccc1)c1cnc(-c2ccccc2)nc1N1CCCCC1	-15%	u	x
CCc1nnc(NS(=O)(=O)c2ccc(NC(=S)NC(=O)c3cccnc3)cc2)s1	1%	-9%	-6%
O=c1[nH]cc(-c2ccccc2)c(=O)[nH]1	u	-17%	-3%
CCC(=O)N/N=C(\C)CC(=O)Nc1ccc(Cl)cc1	-3%	-16%	0%
CCC1=NN(C(=O)CCc2ccccc2)C(O)(C(F)(F)F)C1 (centres undefined)	-16%	-16%	0%
O=C(c1ccccc1)N1CCC2(CC1)NCCc1[nH]cnc12	-4%	0%	5%
CCOC(=O)Cc1csc(SCC(=O)Nc2oc(C)c3c(C)n[nH]c(=O)c23)n1	0%	6%	1%
CCOC(=O)c1c(/N=C/C2C(=O)CCCC2=O)sc2c1CCCC2	-26%	-23%	4%

# New compounds follow
SMILES	GCN5L2 inh	DT40 TDP1 no CPT	TDP1 block
COC(=O)CC1=NN(c2ccc(OC)cc2)C(=O)/C1=C\c1ccc(Cl)cc1	-23%	u	8%
Cc1ccc(CC(=O)NCCCn2ccnc2)cc1	-3%	-14%	5%
Cc1cc(C(=O)N/N=C/c2cccn2C)no1	0%	-12%	-3%
COC(=O)c1c(-c2ccccc2OC)sc2ccc(OC)cc12	-8%	u	-11%
CCOC(=O)c1cc(-c2ccco2)nc2c1c(C)nn2-c1ccccc1	-23%	-16%	2%
COc1ccc(N=C2SC(C(=O)Nc3ccc(F)cc3)CC(=O)N2C)cc1 (centres undefined)	-2%	-5%	-8%
COc1ccc(CCNCC(O)COc2cccc(Br)c2)cc1OC (centres undefined)	6%	u	-7%
NC(=O)c1cn(-c2ccccc2)nc1-c1cccnc1	3%	u	-3%
COc1ccc(NC(=O)CSCC(=O)Nc2ccccc2N2CCCC2)cc1	-8%	-25%	x
COc1ccccc1-[n+]1c(C)cc(/C=C2\Sc3ccccc3N2C)cc1C	-9%	0.021µM*	5%

# (further entries)
SMILES	GCN5L2 inh	DT40 TDP1 no CPT	TDP1 block
CC(C)c1ccccc1Oc1c(C(F)(F)F)oc2c(CN3CCN(C)CC3)c(O)ccc2c1=O	-1%	-5%	x
Cc1[nH]c(=S)c(C#N)c2c1CCCC2	-2%	-2%	0%
CSc1ccc(/C=C(\C#N)C(=O)Nc2cccc(C)c2)cc1	1%	-12%	-3%
CC(=O)c1cccc(NC(=O)COC(=O)COc2ccccc2C)c1	-3%	-14%	-2%
Cc1ccc(OCCNC(=O)Cc2ccc(S(=O)(=O)N3CCOCC3)s2)cc1	-6%	-26%	6%
COCCN1Cc2cccc(C(=O)N3CCN(c4ccccc4)CC3)c2C1=O	-2%	-9%	6%
CC1(C)Cc2c(cnn2-c2ccc(F)cc2)C(NC(=O)CCn2cncn2)C1 (centres undefined)	-21%	3%	2%
Nc1cc(=O)nc(SCC(=O)Nc2ccc(F)cc2)n1-c1ccccc1Cl	-2%	-24%	-2%
O=C(c1ccc(C(F)(F)F)cc1)C1CCCN(C(=O)CCc2ccncc2)C1 (centres undefined)	-10%	6.5µM*	2%
O=C(NC(=S)NCC1CCCO1)c1ccccc1[N+](=O)[O-] (centres undefined)	2%	-7%	8%

# (continued)
SMILES	GCN5L2 inh	DT40 TDP1 no CPT	TDP1 block
CC(=O)Nc1ccc(N2C(=O)c3cccc4c(O)ccc(c34)C2=O)cc1	-1%	5%	x
COc1ccc(CN2CCN(CC(O)Cn3c4ccccc4c4ccccc43)CC2)cc1 (centres undefined)	-6%	u	3%
COc1ccc(NS(=O)(=O)c2ccc(Cl)s2)cn1	3%	-7%	1%
CN(C)Cc1c(O)ccc2c(-c3ccccc3)cc(=O)oc12	0%	u	6%
COc1ccc(N2CCN(CCCNC(=O)C(=O)c3c(C)n(C)c4ccccc34)CC2)cc1	-7%	-3%	8%
Cc1cc(Br)ccc1NC(=O)CN1C(=O)c2cccnc2Sc2ccccc21	-2%	-23%	5%
C/C(=N\NC(=O)C1(C)CC1(Br)Br)c1ccc(C)cc1C (centres undefined)	0%	-28%	2%[56.1 µM]
CCCCOc1ccccc1NC(=O)c1ccco1	-2%	u	0%
COC(=O)c1c(N)sc(Cc2ccccc2)c1C	-1%	25%	1%
Clc1cccc(NCc2nnc(SCc3ccccc3)o2)c1	-12%	-21%	4%
Cc1ccc(CNC(=O)C2CCN(S(=O)(=O)c3ccc4[nH]c(=O)ccc4c3)CC2)cc1	1%	7%	-3%
COc1ccccc1CNC(=O)CN1C(=O)COc2ccc(S(=O)(=O)Nc3ccccc3)cc21	-7%	u	11%
CCOC(=O)Cn1c2ccc(F)cc2c2nc(C)sc21	3%	14%	1%

# Screens: PubChem, National Center for Advancing Translational Sciences (NCATS)
